Assay outcomes deposited in PubChem by Sanford-Burnham Center for Chemical Genomics.
mIAP block – inhibitors of mouse IAP, primary screen, biochemical, luminescence, uHTS. intestinal alkaline phosphatase [Mus musculus]. purified mouse IAP, CDP-Star luminescence, 30 min. 330,000 compounds, 0.2% hits. inhibition, % at 10 µM;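 active = inhibition of at least 40% at 10 µM in the primary screen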;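 also: plate controls were DMSO with enzyme for no effect and no enzyme wells for full effect; values of inactives mirror those of a sister screen read the other way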
A3A deaminase – APOBEC3A ssDNA deaminase inhibitors, primary screen, selectivity assay for APOBEC3G inhibitor project, biochemical, FAM/TAMRA oligo cleavage fluorescence; DNA dC->dU-editing enzyme APOBEC-3A (Homo sapiens), P31941; recombinant A3A, FAM/TAMRA ssDNA deamination fluorescence; inhibition, % at 20 µM; 330,000 compounds, 0.41% hits;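 active = at least 40% inhibition at 20 µM here, with at most 30% in a related deaminase screen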;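 also: plate controls were A3A with DMSO for no effect and wells lacking A3A enzyme for full effect; some results filed as inactive read as strong as hits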
Target sequence (P31941 whole entry, looked up): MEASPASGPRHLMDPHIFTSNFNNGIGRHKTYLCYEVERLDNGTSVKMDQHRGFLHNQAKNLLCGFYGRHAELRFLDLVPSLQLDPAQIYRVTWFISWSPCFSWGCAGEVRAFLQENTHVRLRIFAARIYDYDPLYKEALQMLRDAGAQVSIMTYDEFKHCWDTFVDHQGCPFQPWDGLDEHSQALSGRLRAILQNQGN
SENP1 inh – human SENP1 catalytic domain inhibitors, primary screen, biochemical, FRET, uHTS | Sentrin-specific protease 1 (Homo sapiens), Q9P0U3 | recombinant SENP1 catalytic domain, CyPet-SUMO1-YPet FRET cleavage | inhibition, % at 10 µM | 360,000 compounds, 0.21% hits;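 active = inhibition at least 30% at 10 µM, raw YFP signal under a set limit, fluorescence ratio 0.5 to 1.5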;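 also: 0% = enzyme with DMSO and 100% = no enzyme wells; some results filed as inactive read as strong as hits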
Target sequence (Q9P0U3 419-644 limits assumed): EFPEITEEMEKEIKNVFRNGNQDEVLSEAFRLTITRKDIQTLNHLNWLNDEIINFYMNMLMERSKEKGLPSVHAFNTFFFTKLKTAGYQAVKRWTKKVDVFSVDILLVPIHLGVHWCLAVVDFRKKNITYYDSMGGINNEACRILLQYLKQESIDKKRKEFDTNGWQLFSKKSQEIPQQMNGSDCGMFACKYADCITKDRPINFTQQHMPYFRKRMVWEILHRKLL
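Material – human SENP1 catalytic domain · Input – SENP1 enzyme, 20 pM final · Compound dosing – single concentration of 10 µM compound, 0.5% DMSO final · Timing – enzyme reaction for 50 min at room temperature, dark · Measured by – FRET fluorescence in CFP and YFP emission channels · Control set – no-enzyme wells low, DMSO-plus-enzyme wells high control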
mIAP activ – activators of mouse IAP, primary screen, biochemical, luminescence, uHTS. muIAP, CDP-Star luminescence, 30 min; hits give high values; 1 = vehicle-only enzyme signal, 0 = enzyme-free wells. activation factor at 10 µM. intestinal alkaline phosphatase [Mus musculus]. 330,000 compounds, 0.24% hits;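 active = activation factor of at least 2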; also: the source names both 10 and 20 µM as test concentration; values of inactives mirror those of a sister screen read the other way
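System: mouse IAP enzyme. Reagent: CDP-Star chemiluminescent phosphatase substrate. Benchmarks: DMSO wells, no-enzyme wells. Times: 30 min enzyme-substrate-compound incubation at room temperature. Detection: luminescence from enzymatic CDP-Star hydrolysis. Doses: test compounds delivered from DMSO solution.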
NALP3 yeast inh – NALP3 inflammasome inhibitors in reconstituted yeast, primary screen, luminescence, uHTS. inhibition, % at 10 µM. AID 2825, 2010. Yeast reconstituted NLRP3/ASC/caspase-1, beta-gal luminescence, 24 h. 330,000 compounds, 0.39% hits;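 active = inhibition of 50% or more; inactive = inhibition below 50%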;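 also: plate controls were induced DMSO wells for no effect and uninduced yeast grown without galactose for full effect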
A3G deaminase – APOBEC3G DNA deaminase inhibitors, primary screen, biochemical, fluorescence, single-stranded DNA substrate, uHTS. DNA dC->dU-editing enzyme APOBEC-3G (Homo sapiens), Q9HC16. recombinant A3G, ssDNA deamination FAM/TAMRA fluorescence. inhibition, % at 20 µM. 330,000 compounds, 0.28% hits. AID 493012, 2011;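 active = inhibition of at least 40% at 20 µM, with no more than 30% in the related APOBEC3A deaminase screen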;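 also: plate controls were DMSO wells with A3G for no effect and wells lacking A3G enzyme for full effect; some compounds called inactive have numbers as strong as hits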
hIAP inh – human IAP inhibitors, primary screen, biochemical, luminescence, uHTS; Intestinal-type alkaline phosphatase (Homo sapiens), P09923; purified IAP, CDP-Star luminescence, 30 min; inhibition, % at 10 µM; 330,000 compounds, 0.12% hits; AID 2544, 2010;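 active = inhibition reaching a set limit with compound at 10 µM in the primary screen, cut at about 35% in these data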;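 also: plate controls were DMSO wells with enzyme for no effect and no-enzyme buffer wells for full effect; values of inactives mirror those of a sister screen read the other way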
Target sequence (P09923 whole entry, looked up): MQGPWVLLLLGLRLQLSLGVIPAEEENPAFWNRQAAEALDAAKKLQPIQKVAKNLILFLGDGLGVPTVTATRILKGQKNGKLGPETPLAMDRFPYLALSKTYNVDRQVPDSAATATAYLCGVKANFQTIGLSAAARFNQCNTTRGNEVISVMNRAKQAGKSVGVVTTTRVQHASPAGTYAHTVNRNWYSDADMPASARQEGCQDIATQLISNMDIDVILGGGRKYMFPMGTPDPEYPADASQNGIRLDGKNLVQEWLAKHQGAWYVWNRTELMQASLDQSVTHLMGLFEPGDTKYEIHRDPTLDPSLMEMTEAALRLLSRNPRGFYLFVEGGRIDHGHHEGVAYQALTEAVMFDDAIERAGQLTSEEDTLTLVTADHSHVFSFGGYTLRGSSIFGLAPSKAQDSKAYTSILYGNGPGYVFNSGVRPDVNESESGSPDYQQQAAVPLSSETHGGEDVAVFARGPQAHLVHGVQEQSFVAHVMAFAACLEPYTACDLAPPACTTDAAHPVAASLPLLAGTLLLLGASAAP
hIAP activ – human IAP activators, primary screen, biochemical, luminescence, uHTS | Intestinal-type alkaline phosphatase (Homo sapiens), P09923 | purified human IAP, CDP-Star luminescence, 30 min; hits give high values; 1 = vehicle-only enzyme, 0 = enzyme-free background | activation factor at 10 µM | 330,000 compounds, 0.16% hits | AID 2524, 2010;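 active = activation factor of the enzyme at least 2-fold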; also: the source names both 10 and 20 µM as test concentration; values of inactives mirror those of a sister screen read the other way
MIN6 prolif – inducers of MIN6 beta-cell proliferation, primary screen, ATP luminescence, uHTS. MIN6 cells proliferation, ATPlite luminescence, 48 h; cells starved in 0.2% serum; 100% = growth in 10% serum. proliferation, % at 10 µM. 330,000 compounds, 0.29% hits. AID 2380, 2010;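 active = compounds whose signal lies at least 3.5 SD above the mean of all wells on their plate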;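 also: 0% = DMSO-treated cells in low-serum medium and 100% = 10% serum control; some compounds called inactive have numbers as strong as hits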
An asterisk follows results filed as active. Not all compounds are listed, so the mix of outcomes need not match the whole.

no.	SMILES	mIAP block	A3A deaminase	SENP1 inh	mIAP activ	NALP3 yeast inh
1	C=CCn1c(-c2cc3cccc(OC)c3o2)n[nH]c1=S	-4	-10	0	1	18
2	c1cncc(CNc2ncnc3ccc(-c4ccoc4)cc23)c1	4	-4	1	0.96	8
3	Cc1ccccc1N1CCN(CCCN2C(=O)CC(=C(c3ccccc3)c3ccccc3)C2=O)CC1	6	-3	-1	0.94	-7
4	O=C(CCc1nnc(C2CCCCC2)o1)N1CCN(c2ccccc2F)CC1	-1	2	2	1	4
5	Cc1[nH]ccc(=O)c1OCc1ccc(Cl)cc1	0	-1	2	1	18
6	CCN(CC)CCNc1nc(-c2ccc(OC(F)F)cc2)c(C)s1	6	-3	1	0.94	14
7	CS(=O)(=O)N1CCN(c2ccccc2NC(=O)Cc2ccccc2)CC1	-8	-1	1	1.1	-4
8	CC(CCc1ccccc1)NC(=O)/C=C/c1ccc(Cl)cc1 (configuration not stated)	-1	-2	1	1	24
9	COc1ccc(NS(=O)(=O)c2csc(C(=O)N3CCCC3)c2)c(OC)c1	1	-1	-1	0.99	6
10	COc1ccc(C2N(C(C)=O)CCCN2S(=O)(=O)c2ccc(C)cc2)cc1 (configuration not stated)	-5	-1	-1	1	20

no.	A3G deaminase	hIAP inh	hIAP activ	MIN6 prolif
1	39	-2	1	-1
2	-3	10	0.9	16*
3	-6	6	0.94	-5
4	-2	2	0.98	-2
5	1	-25	1.2	-2
6	-1	6	0.94	-5
7	-1	6	0.94	-1
8	-6	19	0.81	0
9	-1	3	0.97	-3
10	-5	4	0.96	4

As entered above:
In A3G deaminase, c1cncc(CNc2ncnc3ccc(-c4ccoc4)cc23)c1 reads -3
In NALP3 yeast inh, C=CCn1c(-c2cc3cccc(OC)c3o2)n[nH]c1=S reads 18

The list goes on.
no.	SMILES	mIAP block	A3A deaminase	SENP1 inh	mIAP activ	NALP3 yeast inh
11	CCN(CC(=O)NCc1ccc(F)cc1)S(=O)(=O)c1ccc(C)cc1	-3	-2	2	1	28
12	O=C1c2ccccc2C(=O)N1CSc1nnc(Nc2ccccc2F)s1	12	-6	1	0.88	4
13	CCC(C)[C@H](NC(=O)NCc1ccccc1)C(=O)O (some centres not stated)	5	0	1	0.95	-4
14	Cc1sc2nc[nH]c(=S)c2c1-c1ccccc1	5	3	1	0.95	4
15	O=C1NC2(CCCCCC2)C(=O)N1Cc1ccc(Br)cc1	-6	5	-15	1.1	30
16	O=S(=O)(Nc1ccc(-c2cn3cccnc3n2)cc1)c1ccccc1	2	2	14	0.98	21
17	CCOC(=O)Cc1csc(NC(=O)Cc2ccccc2)n1	7	2	-2	0.93	5
18	O=C(NCc1nc(-c2ccc(C(F)(F)F)cc2)no1)Nc1ccc(F)cc1F	-2	2	4	1	18
19	COc1ccc2c(c1)c(=O)oc1c(C)c(OC(C)C(=O)N[C@@H](Cc3c[nH]c4ccc(O)cc34)C(=O)O)ccc12 (some centres not stated)	2	8	-3	0.98	-3
20	O=C(Nc1cccc(S(=O)(=O)N2CCCCC2)c1)c1ccc(S(=O)(=O)C(F)F)cc1	0	4	-4	1	-2

no.	A3G deaminase	hIAP inh	hIAP activ	MIN6 prolif
11	-8	-14	1.1	-1
12	-12	-11	1.1	0
13	-2	17	0.83	-1
14	-12	-19	1.2	-7
15	0	-7	1.1	1
16	-2	0	1	-2
17	-8	-14	1.1	0
18	0	-19	1.2	-1
19	7	-3	1	-3
20	-4	3	0.97	-4

Additional structures follow.
no.	SMILES	mIAP block	A3A deaminase	SENP1 inh	mIAP activ	NALP3 yeast inh
21	O=C(Cn1cnc2c(NC(=O)OCc3ccccc3)ncnc21)NCCN1CCOCC1	4	1	1	0.96	6
22	CC(OC(=O)C1CC=CCC1C(N)=O)C(Cl)=C(Cl)Cl (configuration not stated)	12	-4	-1	0.88	-10
23	CC(C)OC(=O)CSc1nc(N2CCOCC2)c2c(c1C#N)CC(C)(C)OC2	2	-1	2	0.98	-8
24	Cc1ccc(Cn2c(CCNc3nc(-c4ccc(Cl)c([N+](=O)[O-])c4)cs3)nc3cc(C(=O)NCCCO)ccc32)cc1	-6	1	2	1.1	8
25	CN(C(=O)CSc1nc(-c2ccc(C(C)(C)C)cc2)c(C#N)c(=O)[nH]1)C1CCCCC1	4	0	0	0.96	8
26	Cn1c(NCc2ccco2)nc2c1c(=O)n(Cc1ccc(Cl)c(Cl)c1)c(=O)n2C	6	1	-1	0.94	16
27	O=C(c1ccco1)N1CCN(C(=O)c2cc(Cl)nc3ccccc23)CC1	-1	-5	0	1	9
28	C=CCN1C(=O)CSc2ccc(C(=O)OCC)cc21	2	-1	0	0.98	13
29	CCN(CC)c1ccc2cc(C=O)c(=O)oc2c1	7	0	-19	0.93	9
30	O=C(/C=C/c1cccc([N+](=O)[O-])c1)N1CCN(C(=O)c2ccco2)CC1	-5	2	3	1	-6

no.	A3G deaminase	hIAP inh	hIAP activ	MIN6 prolif
21	-1	13	0.87	8
22	-14	18	0.82	2
23	-4	-4	1	-2
24	-7	-1	1	-8
25	-1	-2	1	-8
26	-8	22	0.78	-3
27	-9	-8	1.1	5
28	-3	5	0.95	-1
29	-6	0	1	-3
30	-6	4	0.96	1

Remaining list, next part.
no.	SMILES	mIAP block	A3A deaminase	SENP1 inh	mIAP activ	NALP3 yeast inh
31	COCCCNC(=O)CN(c1cc(C(F)(F)F)ccc1Cl)S(C)(=O)=O	8	4	0	0.92	12
32	Nc1ncc(-c2ccc([N+](=O)[O-])cc2)cn1	4	5	3	0.96	9
33	COc1ccc(NC(=O)CS(=O)CC(=O)Nc2cccnc2)cc1 (configuration not stated)	6	0	2	0.94	14
34	Cc1ccc(S(=O)(=O)NN2C(=O)/C(=C/c3cccc(F)c3)SC2=S)cc1	12	-2	4	0.88	-7
35	O=C(NCCN1CCCC1)c1cc(-c2ccncc2)nc2ccc(S(=O)(=O)N3CCOCC3)cc12	9	-2	0	0.91	15
36	CCCOc1c(Br)cc(C(=O)OCC(=O)NC2CC2)cc1OC	3	3	3	0.97	15
37	Cc1ccc(-n2cc(CNC(C)c3cnn(C)c3)c(-c3ccc(F)cc3)n2)cc1 (configuration not stated)	-6	-3	0	1.1	10
38	CC1SC(c2ccc(Cl)cc2Cl)NC1=O (configuration not stated)	-1	-2	3	1	1
39	COC(=O)Cc1ccc(NC(=S)NC2CC2)cc1	-5	-3	1	1	9
40	CN(CC(=O)O/N=C(\N)c1ccc([N+](=O)[O-])cc1)S(=O)(=O)c1ccccc1	6	0	2	0.94	8

no.	A3G deaminase	hIAP inh	hIAP activ	MIN6 prolif
31	-1	3	0.97	-6
32	3	-4	1	-1
33	-5	8	0.92	0
34	-3	27	0.73	-4
35	-7	-6	1.1	-2
36	0	14	0.86	4
37	-2	-10	1.1	-4
38	-2	8	0.93	-1
39	-1	4	0.96	-1
40	-6	5	0.95	-1

Next part.
no.	SMILES	mIAP block	A3A deaminase	SENP1 inh	mIAP activ	NALP3 yeast inh
41	CCOC(=O)CN1N=C(/C=C/c2ccc(C)cc2)CCC1=O	5	-3	3	0.95	10
42	C=CCSc1nc2sc3c(c2c(=O)n1-c1ccc(C)cc1)CCN(C)C3	3	-1	-66	0.97	31
43	CCCCOc1ccc(NS(=O)(=O)c2ccc(-n3cnnn3)cc2)cc1	-2	-6	1	1	3
44	Cc1cccc(/C=N/NC(=O)C(C)Nc2cccc3ccccc23)n1 (configuration not stated)	10	-7	-24	0.91	13
45	Cn1c(=O)c2nnn(/N=C(\c3ccccc3)C3CC3)c2n(C)c1=O	4	-2	0	0.96	9
46	Cc1ccc2oc(C(=O)N(Cc3ccc(N(C)C)cc3)CC3CCCO3)c(C)c2c1 (configuration not stated)	3	-1	1	0.97	8
47	CCc1ccc(N2C(=O)/C(=C/c3cccs3)N(CC(=O)OC)C2=S)cc1	17	5	-22	0.83	2
48	C/C(CCC(C)C)=N\Nc1ccc(S(N)(=O)=O)cc1[N+](=O)[O-]	7	-1	2	0.93	22
49	O=C(O)c1cccc(NS(=O)(=O)/C=C/c2ccccc2)c1	7	0	0	0.93	19
50	CCOC(=O)Cc1csc(NC(=O)c2ccc(Cl)nc2)n1	7	-1	-16	0.93	16

no.	A3G deaminase	hIAP inh	hIAP activ	MIN6 prolif
41	-6	13	0.87	-3
42	-3	-7	1.1	-4
43	-5	16	0.84	-2
44	-6	-7	1.1	-4
45	-4	-9	1.1	3
46	-2	-2	1	-6
47	-4	5	0.95	-2
48	-7	12	0.88	0
49	-2	0	1	0
50	-3	-18	1.2	2

The listing continues:
no.	SMILES	mIAP block	A3A deaminase	SENP1 inh	mIAP activ	NALP3 yeast inh
51	Cc1noc(/C=C/c2ccc(-c3ccccc3Cl)o2)c1[N+](=O)[O-]	24	-19	12	0.76	16
52	Clc1ccccc1OCCCCN1CCNCC1	28	0	4	0.72	28
53	CC(C)[C@H](NS(=O)(=O)c1ccccc1)C(=O)OCC(=O)NCc1ccc2c(c1)OCO2	-17	-4	3	1.2	5
54	CSc1ccccc1NC(=O)COc1ccc(Cl)cc1	-7	2	2	1.1	41
55	Cc1ccc(NS(=O)(=O)c2ccc3[nH]c(=O)oc3c2)cc1Cl	20	-3	5	0.8	7
56	Nc1nc2c(ncn2[C@H]2C[C@H](O)[C@@H](CO)O2)c(=O)[nH]1	-14	-2	1	1.1	1
57	CCCCC(=O)Nc1sc2c(c1C(=O)OCC)CCC(C=O)=C2Cl	8	-1	-29	0.92	12
58	Cc1c(C(=O)NCc2ccco2)oc2ccc(Br)cc12	4	5	-2	0.96	28

no.	A3G deaminase	hIAP inh	hIAP activ	MIN6 prolif
51	-39	26	0.74	-2
52	4	-31	1.3	-3
53	-7	-8	1.1	-3
54	2	3	0.97	-1
55	-5	8	0.93	-5
56	-7	-2	1	-3
57	5	-3	1	-6
58	2	-2	1	2

Values in list order from above.
Entries 52–58 in mIAP activ, in turn: 0.72, 1.2, 1.1, 0.8, 1.1, 0.92, 0.96
Entries 52–58 in NALP3 yeast inh, in turn: 28, 5, 41, 7, 1, 12, 28
Entries 52–58 in A3G deaminase, in turn: 4, -7, 2, -5, -7, 5, 2
